Assay outcomes from PubChem.
Cav3 T inh: human Cav3.2 channel inhibition, primary screen; Cav3.2-expressing cells, Fluo-4 calcium fluorescence FDSS; hits give low values; B-score at 10 µM; 100,000 tested, 4% active;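 active means single-dose well whose peak fluorescence ratio is a statistical outlier from its plate by either plate-standardised score or position-corrected B-score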
Target sequence (O95180 whole entry, looked up): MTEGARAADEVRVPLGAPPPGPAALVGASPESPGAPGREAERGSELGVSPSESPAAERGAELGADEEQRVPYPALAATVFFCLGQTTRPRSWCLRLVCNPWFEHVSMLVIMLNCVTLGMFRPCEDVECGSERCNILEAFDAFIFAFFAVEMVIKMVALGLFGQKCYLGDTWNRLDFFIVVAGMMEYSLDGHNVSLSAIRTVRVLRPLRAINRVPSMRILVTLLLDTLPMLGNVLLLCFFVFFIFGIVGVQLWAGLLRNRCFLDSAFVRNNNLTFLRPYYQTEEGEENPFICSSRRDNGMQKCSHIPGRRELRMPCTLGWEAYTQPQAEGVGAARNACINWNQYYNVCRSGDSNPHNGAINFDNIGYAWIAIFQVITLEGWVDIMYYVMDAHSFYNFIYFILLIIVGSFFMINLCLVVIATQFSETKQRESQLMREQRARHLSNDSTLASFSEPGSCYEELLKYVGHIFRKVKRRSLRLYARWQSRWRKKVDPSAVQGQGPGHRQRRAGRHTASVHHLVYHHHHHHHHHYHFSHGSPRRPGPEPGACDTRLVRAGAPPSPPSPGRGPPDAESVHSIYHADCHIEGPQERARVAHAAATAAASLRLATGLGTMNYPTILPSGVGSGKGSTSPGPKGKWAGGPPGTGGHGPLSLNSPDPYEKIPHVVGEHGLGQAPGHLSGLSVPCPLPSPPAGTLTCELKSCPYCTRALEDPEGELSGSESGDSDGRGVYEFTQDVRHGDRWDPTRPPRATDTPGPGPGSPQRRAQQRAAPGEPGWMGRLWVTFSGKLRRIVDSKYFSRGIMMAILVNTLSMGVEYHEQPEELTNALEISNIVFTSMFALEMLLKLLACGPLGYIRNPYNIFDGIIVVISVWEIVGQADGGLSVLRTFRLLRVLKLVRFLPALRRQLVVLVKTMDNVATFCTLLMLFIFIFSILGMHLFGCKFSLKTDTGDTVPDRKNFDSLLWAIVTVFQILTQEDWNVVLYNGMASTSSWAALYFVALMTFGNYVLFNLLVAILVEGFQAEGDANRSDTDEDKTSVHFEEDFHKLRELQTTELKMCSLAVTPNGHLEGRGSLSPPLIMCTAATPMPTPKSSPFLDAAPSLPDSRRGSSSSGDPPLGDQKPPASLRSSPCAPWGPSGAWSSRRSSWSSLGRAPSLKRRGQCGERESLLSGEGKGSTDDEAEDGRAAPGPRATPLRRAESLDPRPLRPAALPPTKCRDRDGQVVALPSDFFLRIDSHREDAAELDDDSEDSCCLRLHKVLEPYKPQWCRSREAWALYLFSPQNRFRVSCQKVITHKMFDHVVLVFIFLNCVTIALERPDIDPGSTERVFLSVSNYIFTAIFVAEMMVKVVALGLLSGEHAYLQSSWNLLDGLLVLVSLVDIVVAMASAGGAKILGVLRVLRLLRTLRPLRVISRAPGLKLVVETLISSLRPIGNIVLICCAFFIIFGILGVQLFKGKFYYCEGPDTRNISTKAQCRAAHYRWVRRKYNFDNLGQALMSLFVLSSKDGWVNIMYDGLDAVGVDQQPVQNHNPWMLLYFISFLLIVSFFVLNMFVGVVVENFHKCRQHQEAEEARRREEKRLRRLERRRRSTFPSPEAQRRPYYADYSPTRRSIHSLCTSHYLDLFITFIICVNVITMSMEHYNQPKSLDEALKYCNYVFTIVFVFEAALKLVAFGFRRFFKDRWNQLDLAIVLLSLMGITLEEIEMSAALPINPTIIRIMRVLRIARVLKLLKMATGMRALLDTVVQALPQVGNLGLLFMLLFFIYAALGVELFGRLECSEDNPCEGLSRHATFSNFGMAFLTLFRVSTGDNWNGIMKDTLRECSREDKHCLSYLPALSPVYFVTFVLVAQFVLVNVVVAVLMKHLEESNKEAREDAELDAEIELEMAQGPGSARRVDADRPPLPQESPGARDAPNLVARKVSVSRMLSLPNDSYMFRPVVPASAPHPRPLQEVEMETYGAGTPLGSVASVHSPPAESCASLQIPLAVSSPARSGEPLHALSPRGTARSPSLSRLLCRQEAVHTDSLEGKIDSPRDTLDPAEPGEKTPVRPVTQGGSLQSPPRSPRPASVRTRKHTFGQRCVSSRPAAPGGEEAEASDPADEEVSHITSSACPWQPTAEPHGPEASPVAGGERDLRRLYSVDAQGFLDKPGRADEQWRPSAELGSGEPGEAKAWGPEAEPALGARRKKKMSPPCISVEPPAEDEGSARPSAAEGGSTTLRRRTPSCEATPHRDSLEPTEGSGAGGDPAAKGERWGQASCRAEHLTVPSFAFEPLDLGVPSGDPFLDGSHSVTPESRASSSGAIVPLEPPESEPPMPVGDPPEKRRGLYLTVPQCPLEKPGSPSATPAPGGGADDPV
Starred values were filed as active, the others as inactive. An excerpt. The share of hits here may be higher or lower than overall.

Sample of the layout:
SMILES | Cav3 T inh
Cc1ccc2c(c1)N(Cc1ccccn1)C(=O)C(C)O2 (stereo not given) | -0.11
CCOC(=O)CSc1nnc(Cc2cc(=O)[nH]c(=O)[nH]2)n1-c1cccc(OC)c1 | -0.81
Cc1ccc(CN2CCN(C(=O)c3ccco3)CC2)cc1 | 0.83
CSc1nc2ccc(S(=O)(=O)N3CCCC3)cc2s1 | -0.93
CN(CC(=O)N1CCc2ccccc21)S(=O)(=O)c1cccs1 | -0.011
O=C(NCCCN1CCCC1=O)c1cccc(C(F)(F)F)c1 | 1.6
CCc1c(C)nc(SCC(=O)Nc2c(C)n(C)n(-c3ccccc3)c2=O)[nH]c1=O | 1.4
CN(C)C=Nc1ncc2c3ccccc3n(Cc3ccccc3)c2c1C#N | -1.3
N#CC1=C(N)SC(N)=C(C#N)C1CCC1CCCCC1 | -0.11
CC(Sc1nc2c(c(=O)n(C)c(=O)n2C)n1Cc1cc2c(cc1Cl)OCO2)C(=O)O (stereo not given) | 0.76
C=C1CCN([C@@H](CC(C)C)C(=O)NCc2ccc(Cl)cc2)S(=O)(=O)c2ccccc21 | -2
Cc1ccc(CNC(=O)c2cccc(-n3cnnn3)c2)cc1 | -0.2
O=C(N/N=C/c1cccc(OC2CSC2)c1)c1ccccc1O | 0.62
CN(C)c1ccc(NC(=O)CSc2nnc(-c3cccs3)n2Cc2ccco2)cc1 | -0.14
CC1(C)Cc2c(sc3nc(-c4cccs4)n(N)c(=O)c23)CO1 | -1.7

This part in full, from the start:
SMILES | Cav3 T inh
Cc1ccc2c(c1)N(Cc1ccccn1)C(=O)C(C)O2 (stereo not given) | -0.11
CCOC(=O)CSc1nnc(Cc2cc(=O)[nH]c(=O)[nH]2)n1-c1cccc(OC)c1 | -0.81
Cc1ccc(CN2CCN(C(=O)c3ccco3)CC2)cc1 | 0.83
CSc1nc2ccc(S(=O)(=O)N3CCCC3)cc2s1 | -0.93
CN(CC(=O)N1CCc2ccccc21)S(=O)(=O)c1cccs1 | -0.011
O=C(NCCCN1CCCC1=O)c1cccc(C(F)(F)F)c1 | 1.6
CCc1c(C)nc(SCC(=O)Nc2c(C)n(C)n(-c3ccccc3)c2=O)[nH]c1=O | 1.4
CN(C)C=Nc1ncc2c3ccccc3n(Cc3ccccc3)c2c1C#N | -1.3
N#CC1=C(N)SC(N)=C(C#N)C1CCC1CCCCC1 | -0.11
CC(Sc1nc2c(c(=O)n(C)c(=O)n2C)n1Cc1cc2c(cc1Cl)OCO2)C(=O)O (stereo not given) | 0.76
C=C1CCN([C@@H](CC(C)C)C(=O)NCc2ccc(Cl)cc2)S(=O)(=O)c2ccccc21 | -2
Cc1ccc(CNC(=O)c2cccc(-n3cnnn3)c2)cc1 | -0.2
O=C(N/N=C/c1cccc(OC2CSC2)c1)c1ccccc1O | 0.62
CN(C)c1ccc(NC(=O)CSc2nnc(-c3cccs3)n2Cc2ccco2)cc1 | -0.14
CC1(C)Cc2c(sc3nc(-c4cccs4)n(N)c(=O)c23)CO1 | -1.7
Cn1c2ccccc2c(=O)n2c(=O)c3ccccc3cc12 | 0.045
CCCN1C(=O)c2cc(C(=O)NC3CCCCCC3)ccc2C1O (stereo not given) | 0.33
Cc1nc2c(-c3ccc(F)cc3)c(C)nn2c(C)c1CCC(=O)NC(C)CCc1ccco1 (stereo not given) | -1.9
CCn1c(SCC(=O)NCc2cccs2)nnc1-c1cccs1 | 0.46
CCOC(=O)CSc1nc(C(C)(C)C)cc(C(F)(F)F)c1C#N | 0.13
O=C(NNC(=O)c1cccnc1)Nc1ccc(Cl)c(Cl)c1 | -0.73
Cc1ccc(-c2cc(-c3ccc(Cl)cc3)c(C#N)c(N)n2)o1 | -1.6
COc1ccc(CCN(C(=O)C(F)(F)F)C(C(=O)NC2CCCC2)c2cccs2)cc1 (stereo not given) | -3.3
CCSc1nnc(NC(=O)CSc2nc(CC)nc3c2c(=O)n(C)c(=O)n3C)s1 | 1
Cc1ccc(-c2nn3c(C)nnc3c3ccccc23)cc1S(=O)(=O)N1CCN(CCO)CC1 | 2.5
O=C(CN1CCCc2ccccc21)NC(=O)NCc1ccco1 | -1.5
COC(=O)C1=C(C)N=C2SC(C#N)=C(N)N2C1c1ccc(OCc2ccccc2)cc1 (stereo not given) | -5.1
Cc1ccc(N(CC(O)CN2CCCC2)S(=O)(=O)c2ccccc2)cc1 (stereo not given) | 0.42
CCOc1ccccc1NC(=O)CSc1nnnn1Cc1ccccc1 | -2.6
CCC(=O)Nc1cc(Cl)ccc1C(=O)O | 0.77
COc1cccc(-n2cnnn2)c1 | 0.22
O=C(NCC(=O)N(Cc1ccco1)C(C(=O)NC1CCCC1)c1ccncc1)c1cccs1 (stereo not given) | 0.074
Cc1ccc(C)c(NC(=O)C2CC(=O)N(C(C)C)C2)c1 (stereo not given) | -0.0072
Cc1cc(NC(=O)c2cn(C3CCCCC3)c(=O)c3c2c2ccccc2n3C)no1 | 0.069
CCOC(=O)c1c(NC(C)=O)sc2c1CCC(C=O)=C2Sc1ccccc1 | 0.94
COc1ccc(-c2nc(-c3ccccc3)nc(Cl)c2C#N)cc1 | 1.1
Cc1cc(NS(=O)(=O)c2ccc(NC(=O)c3ccoc3C)cc2)nc(C)n1 | 0.4
CCC(C)[C@H](NC(=O)NCc1ccccc1Cl)C(=O)O (stereo not given in full) | 0.0077
Oc1ccc(Cl)cc1Cc1cc(Cl)ccc1O | -3.3
CC(O)CSc1nc2c(c(=O)n(C)c(=O)n2C)n1CCCc1ccccc1 (stereo not given) | -0.62
CC[C@@H]1CC=C[C@H]2[C@H]1C(=O)N(Cc1ccccc1)[C@H]2c1cc(C)ccc1F | -0.56
Cc1nn(-c2ccccc2)c2nc(N)c(C#N)c(-c3ccc(F)cc3)c12 | -0.44
O=C(N/N=C/c1cccc(O)c1)c1csc2ccccc12 | -1.3
O=C(NCc1cccs1)C(Cc1ccccc1)n1cccc1 (stereo not given) | -0.56
Cc1c(C(=O)NCCCN2CCOCC2)sc2nc(-c3ccc(F)cc3)cn12 | 1.5
COc1cc(C2C(C(C)=O)=C(C)Nc3ncnn32)ccc1O (stereo not given) | 0.6
COc1ccc(NC(=O)CSc2nnc(CNc3ccc(F)cc3)o2)c(OC)c1 | 0.072
CC1=Nn2c(nnc2-c2cc(-c3ccccc3)n[nH]2)SC1 | -0.083
Cn1c(Cn2c(=O)sc3ccccc32)nnc1SCC(=O)NCc1ccco1 | 0.45
O=C(Oc1c(CN2CCOCC2)cc(Cl)c2cccnc12)c1ccc(F)cc1 | -4.1
CCN(CC)S(=O)(=O)c1ccc(Br)c(OC)c1 | -0.4
COc1ccc(-c2[nH]c3ccccc3c2SCCNC(=O)c2cc3ccccc3oc2=O)cc1 | 0.19
O=C(Nc1nnc(-c2ccc3c(c2)CCCC3)o1)c1ccccc1 | -5.6*
Cc1ccc(C2/C(=C(/O)c3ccc(OC(C)C)cc3)C(=O)C(=O)N2CCN2CCOCC2)cc1 (stereo not given) | 0.41
CC(O)c1c(OCc2ccccc2)ncnc1OCc1ccccc1 (stereo not given) | -5.1*
CCN(CC)C(=O)CSc1nc(N)c2c3c(sc2n1)CC(C)CC3 (stereo not given) | 0.5
CC1(c2nnc(-c3cccc(Cl)c3)o2)CC(c2c(Cl)cccc2Cl)=NO1 (stereo not given) | -0.25
O=C(CN1C(=O)C2CC=CCC2C1=O)OCCN1C(=O)c2ccccc2C1=O (stereo not given) | 1.4
C=C(C)C(=O)N1CC2(CC(c3cccc(NC(=O)/C=C\C)c3)=NO2)C[C@H]1C(N)=O (stereo not given in full) | 0.8
COc1ccc(Nc2nnc(Cc3ccccc3)c(=O)[nH]2)c(OC)c1 | -0.21
Next compounds follow.
SMILES | Cav3 T inh
Cc1cc(C)n(CC(C)O)c(=O)c1C#N (stereo not given) | 0.04
COc1cc(CO)cc(-c2cc(CO)cc(OC)c2OC)c1OC | 2.3
CCCc1cc(=O)[nH]c(SCCOc2ccc(Cl)cc2)n1 | 2.2
Cn1ccnc1C(O)(c1nnc(-c2ccccc2)o1)C(F)(F)F (stereo not given) | -0.16
O=C(Nc1ccccc1)N1CCSc2cc(Cl)ccc21 | -1.6
COC(=O)c1ccc(Sc2ccccc2NS(=O)(=O)c2ccc(NC(C)=O)cc2)nc1 | 0.72
Cc1ccc(C(NC(N)=O)c2ccccc2C)cc1 (stereo not given) | -0.68
CCOC(=O)C1=C(C)Nc2nc(SCC(=O)OC)nn2C1c1cc(F)cc(F)c1 (stereo not given) | 0.39
CC(C)C[C@H]1COCCS(=O)(=O)N1Cc1cccc(F)c1 | 0.015
Cc1cccc(OC(=O)C2C(c3ccccc3)C(C(=O)O)C2c2ccccc2)c1 (stereo not given) | -2.2
COc1ccc(NC(=O)CSc2nnc(-c3cccnc3)o2)cc1 | -0.021
CC(C)C(=O)NCCc1nc(-c2ccccc2)no1 | 0.76
C#CCOCCOCCOCCNc1nc(N2CCN(C(=O)[C@H](CCCCN)n3cc(C(N)CO)nn3)CC2)nc(N2CCN(C(=O)[C@H](CCC(=O)O)n3cc(C(N)Cc4ccc(O)cc4)nn3)CC2)n1 (stereo not given in full) | -0.2
COc1ccc(N/C(=C(/C(Cl)=C(Cl)Cl)[N+](=O)[O-])n2nnc3ccccc32)cc1 | -1.6
CC(C)OC(=O)CSc1nnc(-c2ccncc2)n1N | -0.04
O=c1c2ccccc2cnn1-c1ccc2ccccc2c1 | -0.91
COc1ccc2[nH]c3c(N4CCN(Cc5ccc6c(c5)OCO6)CC4)ncnc3c2c1 | -2.4
Cc1cc(C)nc(SCc2nnc(SCC(=O)Nc3ccc(C)c(C)c3)n2Cc2ccco2)n1 | -8*
CSc1nc2cc(S(=O)(=O)N3CCOCC3)ccc2s1 | -0.084
CCOC(=O)C1=CN(c2cccc(F)c2)C=C(C(=O)OCC)C1c1cc(OC)c(O)c([N+](=O)[O-])c1 | -0.33
CCC(=O)Nc1c(C)nn(C(=O)CC)c1C | -1.1
NC(=O)c1c(N)sc(=S)n1CC1CCCO1 (stereo not given) | -0.37
Cc1ccc(C(=O)Nc2ccc(Br)c(C(F)(F)F)c2)cc1 | -1.8
COC(=O)c1ccc(C(NC(=O)OCc2ccccc2)/C(F)=C/[C@@H](C)C(=O)NCc2ccc(OC)c(OC)c2)cc1 (stereo not given in full) | -1.3
Cc1ccc2cc(C(=O)O)c(C)nc2c1 | 0.39
CCOC(=O)C1=C(C)NC(C)=C(C(=O)OCC)C1 | -0.26
CCC(NC(=O)C1(C)CC1(Br)Br)c1ccc(C)cc1 (stereo not given) | -0.54
O=C(O)C1OC(Oc2c(-c3ccc(O)c(O)c3)oc3cc(O)cc(O)c3c2=O)C(O)C(O)C1O (stereo not given) | 1.1
COc1nc(-c2cccs2)cc(-c2ccc(C)cc2)c1C#N | -0.98
O=C(CSc1nc2c(c(C(F)(F)F)n1)CCc1ccccc1-2)NCc1ccco1 | -1.1
CCOc1cc(/C=N\NC(=O)Cn2nc([N+](=O)[O-])cc2C)ccc1OCc1cccc2ccccc12 | -2
Cc1noc(C)c1COc1cccc(C(=O)Oc2ccc3c(c2)OCO3)c1 | -3.1
CC(C)(C)C(=O)N1CCN(c2ccc([N+](=O)[O-])cc2Cl)CC1 | -0.54
Cc1nc(-c2ccc3c(c2)OCO3)cs1 | 0.03
CCCc1ccc(OCC(=O)O)cc1 | 0.57
N#Cc1c2n(c3c(=O)n(Cc4ccccc4)cnc13)CCCC2 | 1.8
Cc1cc(C)n(-c2nc3ccccc3nc2N2CCN(C(=O)c3ccc(F)cc3)CC2)n1 | 1.8
O=C(NCc1ccco1)c1nn(-c2ccccc2)c(=O)c2ccccc12 | -0.28
O=C(Nc1ccc(-c2nc3ccccc3[nH]2)cc1)c1ccco1 | 1.3
Cc1csc(NC(=O)c2nc3nc(C)cc(C)n3n2)n1 | 0.68
CCOc1ccc2ccccc2c1/C=N/n1cncn1 | 0.39
O=C(O)CSC1c2ccccc2C(=O)N1Cc1ccccc1 (stereo not given) | 1.2
CC12CCC(C(=O)NCC3CCCO3)(OC1=O)C2(C)C (stereo not given) | 0.18
CC(C)Oc1ccc(CNC2CCOC(C)(C)C2)cc1 (stereo not given) | 0.34
CC(=O)NCCOC(=O)Nc1sc(=S)n(C)c1C | 0.02

Laid out differently: 2 of the compounds above
> CCCc1ccc(OCC(=O)O)cc1
- Cav3 T inh = 0.57
> CC12CCC(C(=O)NCC3CCCO3)(OC1=O)C2(C)C (stereo not given)
- Cav3 T inh = 0.18

The list goes on.
SMILES | Cav3 T inh
C=CCSc1nc2ccccc2n1C(=O)/C=C/c1ccc(OC)c(OC)c1 | 0.24
Cc1nc(-c2ccc(S(=O)(=O)N3CCCCCC3)cc2)cs1 | 0.39
c1ccc(OCCCN2CCCC2)cc1 | 0.25
O=C(CSc1nnnn1-c1cccnc1)NCc1cccs1 | -0.81
COc1ccc(N(CC(=O)Nc2ccccc2C(=O)NCCc2ccccc2)S(C)(=O)=O)cc1OC | 0.058
CS(=O)(=O)N(CC(=O)N1CCN(c2cccc(Cl)c2)CC1)C1CCCCC1 | -0.2
C=CCN1C(=O)C2(/C(=C(\O)c3ccc4c(c3)OCCO4)C(=O)C(=O)N2CCCOC)c2ccccc21 (stereo not given) | 1.8
COCOc1cc(O)c2c(=O)c(OCOC)c(-c3ccc(OCOC)c(OCOC)c3)oc2c1 | -1.1
Nn1nnc2ccccc21 | 1.2
C#CCNC(=O)C1=C[C@@H](c2ccc(C(F)(F)F)cc2)[C@H](CCCO)[C@@H](OCC)O1 | -0.34
COc1ccc(Cl)cc1NC(=O)c1ccco1 | -0.43
CN(C)c1ccc(CN(C(=O)COc2ccc(F)cc2)C2CCS(=O)(=O)C2)cc1 (stereo not given) | 0.91
Cc1ccc(C(=O)N2CCC(C(N)=O)CC2)cc1C | -2.3
O=C(c1cccn2c(=O)c3cc(Cl)ccc3nc12)N1CCOCC1 | -0.08
CC(NC(=O)c1ccccc1O)c1ccccc1 (stereo not given) | 0.0041
Cc1cccc(C)c1NC(=O)C1(N(Cc2ccco2)C(=O)c2ccccn2)CCCC1 | -1.4
CCOC(=O)C(=O)Nc1ccccc1C(=O)NC(C)C | 0.67
O=C(/C=C/c1ccc(O)c(O)c1)O[C@H](Cc1ccc(O)c(O)c1)C(=O)O | 0.79
